# Compound activity (PubChem BioAssay)
# RGS4 block: RGS4 inhibitors, primary screen, cell-based, HEK293 M3R inducible RGS4, calcium flux. 310,000 tested, 0.45% active. B-score at 10 µM. AID 463165, 2010. Regulator of G-protein signaling 4 (Homo sapiens), P49798. Fluo-4 calcium flux; active compounds read high; triggered by carbachol at its EC20;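 active = B-score, a plate-corrected calcium signal, over three deviations above library mean, with baseline fluorescence within five deviations of library mean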;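 also: RGS4 expression induced by doxycycline in cells with stable M3 receptor; B-score is computed from the integrated fluorescence ratio over baseline after carbachol; higher B-score means a larger calcium signal and so more RGS4 inhibition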
# TMEM16A act: TMEM16A chloride channel activators or potentiators, primary screen, cell-based, HTS; B-score at 10 µM; HEK293 TMEM16A/YFP-H148Q/I152L, iodide quench fluorescence; active compounds read low; 340,000 tested, 0.3% active;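 active = fluorescence-ratio B-score plate-corrected deviation score at least 3 library SD below zero, with starting fluorescence score within 5 deviations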;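 also: channel opened by trigger with iodide after compound preincubation; score built on the fluorescence ratio of max minus min over baseline; more negative score means more quench and so TMEM16A activation or potentiation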
# Target sequence (Q8BHY3 whole entry, looked up): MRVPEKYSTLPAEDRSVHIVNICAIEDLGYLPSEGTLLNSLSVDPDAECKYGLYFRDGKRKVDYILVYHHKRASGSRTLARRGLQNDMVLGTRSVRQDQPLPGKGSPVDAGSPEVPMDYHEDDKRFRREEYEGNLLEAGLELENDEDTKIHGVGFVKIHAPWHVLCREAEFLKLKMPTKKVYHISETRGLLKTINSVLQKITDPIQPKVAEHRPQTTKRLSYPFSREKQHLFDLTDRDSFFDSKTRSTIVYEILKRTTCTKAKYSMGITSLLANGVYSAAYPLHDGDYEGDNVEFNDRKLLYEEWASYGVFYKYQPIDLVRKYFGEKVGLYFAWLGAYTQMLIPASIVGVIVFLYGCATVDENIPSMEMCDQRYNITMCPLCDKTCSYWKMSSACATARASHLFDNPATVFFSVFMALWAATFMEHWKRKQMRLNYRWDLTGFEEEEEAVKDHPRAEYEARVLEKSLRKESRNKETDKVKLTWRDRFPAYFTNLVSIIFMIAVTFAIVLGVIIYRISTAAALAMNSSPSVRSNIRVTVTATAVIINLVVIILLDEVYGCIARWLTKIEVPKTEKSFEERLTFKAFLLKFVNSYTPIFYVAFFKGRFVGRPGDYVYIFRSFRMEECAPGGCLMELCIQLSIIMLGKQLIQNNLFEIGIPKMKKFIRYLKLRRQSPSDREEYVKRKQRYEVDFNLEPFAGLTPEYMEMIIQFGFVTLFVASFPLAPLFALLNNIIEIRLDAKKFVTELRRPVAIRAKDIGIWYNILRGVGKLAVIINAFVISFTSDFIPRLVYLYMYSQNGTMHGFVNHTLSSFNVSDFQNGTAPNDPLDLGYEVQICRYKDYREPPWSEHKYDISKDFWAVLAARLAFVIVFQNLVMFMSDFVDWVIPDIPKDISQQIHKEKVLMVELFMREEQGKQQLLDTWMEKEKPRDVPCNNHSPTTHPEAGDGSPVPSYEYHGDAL
# TRPC6 inhibitor: mouse TRPC6 channel inhibitors, primary screen, cell-based, HEK293, membrane potential dye | Short transient receptor potential channel 6 (Mus musculus), Q61143 | ACh-evoked depolarization; active compounds read low | B-score at 10 µM | 310,000 tested, 1.1% active;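 active = B-score under library mean minus 3 SD, initial fluorescence not abnormally high, positive integrated signal ratio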;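 also: B-score derived from integrated fluorescence ratio over the kinetic read; more negative B-score means stronger inhibition of depolarization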
# MrgX1 allo act: positive allosteric modulators of MrgX1, primary screen, HEK293 cells, Fluo-4 calcium flux; Mas-related G-protein coupled receptor member X1 (Homo sapiens), Q96LB2; FDSS; active compounds read high; B-score at 10 µM; 310,000 tested, 0.63% active; AID 588675, 2011;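 active = plate-corrected calcium response at least 3 library SD above typical, normal starting fluorescence, not activating the receptor alone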;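 also: compound read alongside a low EC10 to EC30 dose of BAM8-22 agonist; peak minus trough fluorescence over baseline measured at the second addition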
# HDAC3 inhib: HDAC3 deacetylase inhibitors, primary screen, biochemical, fluorescence, cell-free homogeneous. Histone deacetylase 3 (Homo sapiens), O15379. inhibition, % at 8.3 µM. recombinant HDAC3, fluorogenic peptide/trypsin coupled. 320,000 tested, 0.15% active; in the data active = inhibition above about 26%, passing the limit was not always enough
# MrgX1 ag: agonists of human MrgX1 receptor, primary screen, HEK293 cells, Fluo-4 calcium flux; Fluo-4 calcium fluorescence, agonist mode; active compounds read high; B-score at 10 µM; 310,000 tested, 0.44% active;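 active = calcium response B-score plate-corrected fluorescence ratio at least 3 library SD, with starting fluorescence B-score inside 5 SD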
#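 times = overnight plating, then 30 min 37 °C plus 30 min room-temperature dye loading | assay system = stable human MrgX1 HEK293 cell line | input = fifteen thousand cells per well | signal = kinetic calcium dye fluorescence, Fluo-4 NW | dosing = compound delivered in addition one of three | read-out = B-scored fluorescence response ratio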
# RGS4 act: RGS4 potentiators or activators, primary screen, cell-based, HEK293 M3R inducible RGS4, calcium flux; carbachol calcium flux Fluo4; active compounds read low; B-score at 10 µM; 310,000 tested, 0.92% active; AID 463111, 2010;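 active = B-score of the integrated calcium signal more than 4 SD below the library mean, with starting fluorescence not abnormally high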;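 also: negative B-score means reduced calcium response which marks RGS4 activation or potentiation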
#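 Material: Inducible-RGS4 HEK293 cells carrying M3 receptor; also added: carbachol at ECmax as muscarinic agonist stimulus; incubation: compound preincubation 20 min at room temperature before agonist; signal: Fluo4-AM (2 µM) calcium-flux fluorescence, kinetic read; measure: integrated calcium ratio converted to B score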
# MrgX1 antag: antagonists of human MrgX1 receptor, primary screen, HEK293 cells, Fluo-4 calcium flux; Mas-related G-protein coupled receptor member X1 (Homo sapiens), Q96LB2; BAM8-22 antagonism; active compounds read low; B-score at 10 µM; 310,000 tested, 1.3% active; AID 588676, 2011;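 active = calcium-response B-score plate-corrected more than 3 library SD below zero, starting fluorescence within 5 deviations, no agonist response on first addition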;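 also: peak minus trough fluorescence over baseline after final BAM8-22 challenge near maximal dose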
# TMEM16A inh: TMEM16A chloride channel inhibitors, primary screen, cell-based, HTS. Anoctamin-1 (Mus musculus), Q8BHY3. HEK293 TMEM16A/YFP iodide influx fluorescence, ionomycin. normalized B-score (activity score, 25-100; higher = stronger inhibition) at 10 µM. 310,000 tested, 1.2% active. AID 588511, 2011;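 active = ratio plate-corrected score three or more library SD toward inhibition, starting fluorescence score within five deviations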;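 also: score derived from kinetic fluorescence span divided by baseline fluorescence per well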
# TRPC6 activator: mouse TRPC6 channel activators, primary screen, cell-based, HEK293, membrane potential dye | HEK293-TRPC6 membrane potential dye fluorescence; active compounds read high | B-score at 10 µM | 310,000 tested, 0.13% active | AID 2550, 2010;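 active = B-score of the integrated fluorescence ratio above library mean plus 3 SD, and starting fluorescence ratio within library mean plus 5 SD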;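 also: higher score means more depolarization so channel activation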
# SKKanGAS inh: S. pyogenes SKKanGAS growth inhibitors in kanamycin, primary screen, streptokinase expression inhibitor project, SKKanGAS strain, BacTiter-Glo luminescence; 6 h; inhibition, % at 7.5 µM; 300,000 tested, 1.3% active; AID 1662, 2009;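 active = mean replicate score, as percent of positive control median, at least 50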;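 also: strain carries kanamycin resistance gene driven by streptokinase promoter and grows in 40 µg/ml kanamycin; loss of luminescence reflects streptokinase promoter inhibition or plain growth inhibition; 0% = median of DMSO wells and 100% = positive control at its reference dose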
# The depositor's hits bear a star; i = inactive; . = no result given.
# Below each compound – TRPC6 activator	MrgX1 ag	TMEM16A act	HDAC3 inhib	SKKanGAS inh	MrgX1 antag	TMEM16A inh	RGS4 block	MrgX1 allo act	RGS4 act	TRPC6 inhibitor
CCOC(=O)Cn1nc(C)c(NC(=O)COc2ccc([N+](=O)[O-])cc2)c1C
    i	i	i	9	-6	i	i	i	i	i	i
Cc1ccc(NC(=O)Cn2ccc([N+](=O)[O-])n2)cc1Cl
    i	i	i	1	1	i	i	i	i	i	i
CCSc1nnc(N(CCC(=O)O)CCC(=O)O)s1
    i	i	i	4	2	i	i	i	i	i	i
O=C(O)CSC1CC(=O)N(c2ccc(Cl)c(Cl)c2)C1=O (stereo unspecified)
    i	i	i	11	-2	i	i	i	i	i	i
COc1ccccc1CN(C)C(=O)c1ccc2c(c1)NC(=O)CS2
    i	i	i	-3	-3	i	i	i	i	i	i
O=C(c1ccc(F)cc1)N(c1ccccn1)C1CCCCC1
    i	i	i	3	1	i	i	i	i	i	i
COc1cc(CNC2CCCCCCC2)cc(Cl)c1OC
    i	i	i	5	-9	i	i	i	i	i	i
COc1ccc(/C(C)=N/NC(=O)c2ccc(N(C)C)cc2)cc1
    i	i	i	0	4	i	i	i	i	i	i
Cc1ccc(NC(=O)C(c2ccc(Cl)cc2)N2CCOCC2)cc1 (stereo unspecified)
    i	i	i	1	7	i	i	i	i	i	i
CCOC(=O)c1c(-c2ccco2)csc1NC(=O)CSc1nnc(N)s1
    i	i	i	3	6	i	i	i	i	i	i

# The list continues.
# Below each compound – TRPC6 activator	MrgX1 ag	TMEM16A act	HDAC3 inhib	SKKanGAS inh	MrgX1 antag	TMEM16A inh	RGS4 block	MrgX1 allo act	RGS4 act	TRPC6 inhibitor
COc1ccc(CCNS(=O)(=O)c2cc3c4c(c2)CC(=O)N4CCC3)cc1
    i	i	i	-8	-2	i	i	i	i	i	i
CCOc1ccccc1N1CCN(C(=S)NCc2ccco2)CC1
    i	i	i	8	1	i	i	i	i	i	i
Fc1cccc(F)c1-c1nc2c(s1)CCc1onc(-c3ccc(Br)cc3)c1-2
    i	i	i	4	4	i	i	i	i	i	i
COc1cc(OC)cc(-c2nnc(Nc3nc4c(F)cccc4s3)o2)c1
    i	i	i	3	-16	i	i	i	i	i	i
Cc1cc(C)nc(SCCCNCc2ccc(Br)cc2)n1
    i	i	i	2	-5	i	i	i	i	i	i
CCCOc1cccc(NC(=O)c2cc(C)oc2C)c1
    i	i	i	12	-4	i	i	i	i	i	i
O=C(c1ccc(Cn2cc(Cl)cn2)cc1)N1CCN(c2ccccc2)CC1
    i	i	i	2	1	i	i	i	i	i	i
Oc1ccc2ccccc2c1CNc1ccc(Br)cc1
    i	i	.	-1	1	i	i	i	i	i	i
CS(=O)(=O)N(CC(=O)N1CCc2ccccc2C1)Cc1ccc(F)cc1
    i	i	i	1	-2	i	i	i	i	i	i
Cc1ccc(Nc2nnc(SCC(=O)Nc3cccc(S(=O)(=O)NC4=NCCCCC4)c3)s2)cc1
    i	i	i	3	15	i	i	i	i	i	i

# Taken from the results shown for reference:
# Below each compound – TRPC6 activator	MrgX1 ag	TMEM16A act	HDAC3 inhib	SKKanGAS inh	MrgX1 antag	TMEM16A inh	RGS4 block	MrgX1 allo act	RGS4 act	TRPC6 inhibitor
CCCOc1cccc(NC(=O)c2cc(C)oc2C)c1
    i	i	i	12	-4	i	i	i	i	i	i
O=C(c1ccc(Cn2cc(Cl)cn2)cc1)N1CCN(c2ccccc2)CC1
    i	i	i	2	1	i	i	i	i	i	i

# Next section
# Below each compound – TRPC6 activator	MrgX1 ag	TMEM16A act	HDAC3 inhib	SKKanGAS inh	MrgX1 antag	TMEM16A inh	RGS4 block	MrgX1 allo act	RGS4 act	TRPC6 inhibitor
Cc1ccc(CNC(=O)CCNC(=O)c2ccco2)cc1
    i	i	i	1	-1	i	i	i	i	i	i
CCn1c2ccccc2c2cc(/C=N/n3cn[nH]c3=S)ccc21
    i	i	i	18	12	i	i	i	i	i	i
COc1ccc(/C=N/NC(=O)CSc2ccccn2)cc1OC
    i	i	i	11	2	i	i	i	i	i	i
Cc1ccc(-c2c[n+](Cc3ccc(Cl)cc3)c3n2CCC3)cc1
    i	i	i	-20	8	i	i	i	i	i	i

# A portion taken from the entries so far, for reference:
# Below each compound – TRPC6 activator	MrgX1 ag	TMEM16A act	HDAC3 inhib	SKKanGAS inh	MrgX1 antag	TMEM16A inh	RGS4 block	MrgX1 allo act	RGS4 act	TRPC6 inhibitor
CCOC(=O)c1c(-c2ccco2)csc1NC(=O)CSc1nnc(N)s1
    i	i	i	3	6	i	i	i	i	i	i
COc1ccc(CCNS(=O)(=O)c2cc3c4c(c2)CC(=O)N4CCC3)cc1
    i	i	i	-8	-2	i	i	i	i	i	i
CCOc1ccccc1N1CCN(C(=S)NCc2ccco2)CC1
    i	i	i	8	1	i	i	i	i	i	i
Fc1cccc(F)c1-c1nc2c(s1)CCc1onc(-c3ccc(Br)cc3)c1-2
    i	i	i	4	4	i	i	i	i	i	i
COc1cc(OC)cc(-c2nnc(Nc3nc4c(F)cccc4s3)o2)c1
    i	i	i	3	-16	i	i	i	i	i	i
Cc1cc(C)nc(SCCCNCc2ccc(Br)cc2)n1
    i	i	i	2	-5	i	i	i	i	i	i
CCCOc1cccc(NC(=O)c2cc(C)oc2C)c1
    i	i	i	12	-4	i	i	i	i	i	i
O=C(c1ccc(Cn2cc(Cl)cn2)cc1)N1CCN(c2ccccc2)CC1
    i	i	i	2	1	i	i	i	i	i	i
Oc1ccc2ccccc2c1CNc1ccc(Br)cc1
    i	i	.	-1	1	i	i	i	i	i	i
CS(=O)(=O)N(CC(=O)N1CCc2ccccc2C1)Cc1ccc(F)cc1
    i	i	i	1	-2	i	i	i	i	i	i
Cc1ccc(Nc2nnc(SCC(=O)Nc3cccc(S(=O)(=O)NC4=NCCCCC4)c3)s2)cc1
    i	i	i	3	15	i	i	i	i	i	i
Cc1ccc(CNC(=O)CCNC(=O)c2ccco2)cc1
    i	i	i	1	-1	i	i	i	i	i	i
